# LEDGF integ inh – blocks HIV-1 LEDGF/p75-dependent DNA integration; inhibition, % at 3.7 µM; hit rate 0.64% among 370,000; TR-FRET IN-LEDGF/p75 DNA integration, Eu/Cy5; AID 743269;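 active = inhibition above the screen-wide mean plus 3 SD, cut at about 13% in these data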;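 note: signal is the Cy5 over europium emission ratio at 671 and 618 nm; 0% = plate median of compound wells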
# HTRA1 inh – blocks human HTRA1 serine peptidase; Q92743; hit rate 0.5% among 340,000; inhibition, % at 5.96 µM; AID 504803; recombinant HTRA1, FP-rhodamine activity-based probe, fluorescence polarization; in the data active = inhibition above about 36%;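 note: 0% = enzyme with DMSO and 100% = wells lacking enzyme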
# mABHD4 FP – inhibitors of mouse ABHD4 | Q8VD66 | purified mABHD4, FP-Rh probe fluorescence polarization | inhibition, % at 8.92 µM | hit rate 0.54% among 370,000;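 active = inhibition exceeding the mean over every tested compound plus 3 SD, cut at about 30% in these data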;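 note: 0% = plate median of compound wells and 100% = S159A mutant with DMSO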
#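 system = mouse ABHD4 enzyme, wild type | medium = HEPES pH 7.0, NaCl, Pluronic buffer | also added = FP-Rh probe | incubation = Enzyme–compound pre-incubation 45 min, then probe 60 min, both 25 °C | technique = fluorescence polarization, excitation 525 nm, emission 598 nm, BODIPY TMR filters | controls = S159A mutant high control, sample median low control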
# UHRF1 binding – UHRF1 methyl-DNA binding inhibition | Q96T88 | inhibition, % at 4.4 µM | AID 687016 | UHRF1 binding to methylated oligo, TR-FRET | hit rate 0.75% among 370,000; in the data active = inhibition above about 21%;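 note: UHRF1 SRA domain binding a hemimethylated CpG hairpin DNA probe; 0% = median of test compound wells and 100% = reference inhibitor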
# PG9 binder – small molecules binding HIV-1 gp120 antibody PG9. TR-FRET gp120-PG9 antibody binding. inhibition, % at 6.7 µM. hit rate 0.43% among 360,000. AID 624416; in the data active = inhibition above about 8.5%
# TDP2 absorb – TDP2 (human) inhibition, absorbance primary screen; recombinant TDP2, T5PNP hydrolysis, p-nitrophenol absorbance 415 nm; inhibition, % at 12.8 µM; hit rate 0.34% among 370,000; AID 720702;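 active = inhibition above the mean of all tested compounds plus 3 SD, set per campaign, cut at about 25% in these data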;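 note: 0% = DMSO with enzyme and 100% = buffer with substrate but no TDP2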
#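 Read-out basis: percent inhibition. System: recombinant human TDP2. Buffer or medium: Mg2+-containing Tris-HCl buffer, pH 7.5. Repeats: single replicate. Timing: reaction 2 h, 37 °C. Benchmarks: high control without enzyme, low control DMSO plus TDP2. Probe or stimulus: 5 mM T5PNP. Doses: 12.8 µM only. Measured by: epi absorbance of p-nitrophenol freed from T5PNP by hydrolysis.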
# PRMT1 inh – blocks human protein arginine methyltransferase 1 | hit rate 1.3% among 370,000 | recombinant PRMT1, activity-based probe fluorescence polarization | inhibition, % at 2.79 µM;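 active = inhibition above about 21% made by adding two undisclosed values, limit read from the data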
# Target sequence (Q99873 whole entry, looked up): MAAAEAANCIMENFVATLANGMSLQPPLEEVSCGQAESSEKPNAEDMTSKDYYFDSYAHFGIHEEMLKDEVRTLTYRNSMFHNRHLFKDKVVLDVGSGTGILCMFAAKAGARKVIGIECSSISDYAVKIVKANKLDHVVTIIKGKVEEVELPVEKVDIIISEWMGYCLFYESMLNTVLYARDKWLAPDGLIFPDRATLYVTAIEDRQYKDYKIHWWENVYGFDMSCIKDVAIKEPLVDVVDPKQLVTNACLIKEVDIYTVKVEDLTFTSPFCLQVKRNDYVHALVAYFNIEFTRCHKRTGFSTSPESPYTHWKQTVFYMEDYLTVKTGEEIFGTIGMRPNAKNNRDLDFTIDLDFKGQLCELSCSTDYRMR
# DDE Tn7 FP inh – disrupts Tn7 cyclic peptide binding to fibrin D-Dimer-E complex; FP displacement of FITC-Tn7 peptide from fibrin DD(E); 0% = median of compound wells per plate; AID 720508; inhibition, % at 8.3 µM; hit rate 0.13% among 370,000;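 active = inhibition above the mean of compounds falling within the control limits plus 3 SD of them, cut at about 14% in these data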;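 note: 0% = plate median of compound wells and 100% = 10 µM Aha-Tn7 peptide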
#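 Test system – human fibrin DD(E) · Times – 10 min preincubation, 3 h with tracer, room temperature · Detection – fluorescence polarization of the labelled Tn7 tracer · Measure – percent inhibition normalized to high-control wells · Benchmarks – high control wells with 10 µM unlabelled Aha-Tn7 peptide (full inhibition) · Repeats – singlicate testing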
# TCR CD3 inh – inhibitors of human TCR-CD3 interaction; inhibition, % at 9.4 µM; hit rate 0.37% among 360,000; AID 651800; TAMRA-labeled TCR probe fluorescence, biochemical; in the data active = inhibition above about 19%;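 note: recombinant mutant TCR 2C K166C tagged with TAMRA read by polarization; 0% = receptor in buffer alone and 100% = receptor with positive control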
# SIAE inh – inhibitors of human sialic acid acetylesterase SIAE | SIAE FP-Rh probe binding, fluorescence polarization | inhibition, % at 9.66 µM | hit rate 0.69% among 370,000 | AID 1053197;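 active = inhibition above a cutoff: mean of compounds within the control limits plus 3 SD of those, cut at about 17% in these data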;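 note: 0% = plate median of compound wells and 100% = probe without SIAE protein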
# Target sequence (Q9HAT2 whole entry, looked up): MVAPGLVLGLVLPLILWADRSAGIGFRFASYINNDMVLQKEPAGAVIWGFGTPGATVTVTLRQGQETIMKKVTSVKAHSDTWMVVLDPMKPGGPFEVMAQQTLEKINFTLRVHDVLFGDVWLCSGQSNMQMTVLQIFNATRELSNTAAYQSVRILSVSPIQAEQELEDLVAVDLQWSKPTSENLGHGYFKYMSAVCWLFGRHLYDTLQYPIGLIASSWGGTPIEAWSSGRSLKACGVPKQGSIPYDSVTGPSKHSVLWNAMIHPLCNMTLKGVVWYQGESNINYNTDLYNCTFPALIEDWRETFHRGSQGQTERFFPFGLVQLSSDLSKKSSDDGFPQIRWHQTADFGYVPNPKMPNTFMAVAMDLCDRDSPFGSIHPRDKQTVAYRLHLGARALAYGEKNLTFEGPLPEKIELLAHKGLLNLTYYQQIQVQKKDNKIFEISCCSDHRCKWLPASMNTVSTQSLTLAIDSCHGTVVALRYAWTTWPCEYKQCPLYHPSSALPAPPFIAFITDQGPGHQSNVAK
# Active calls of the source: *; . = no result given. Hits appear at their usual frequency; about 4.2% have a hit in one of these screens.
SMILES,LEDGF integ inh,HTRA1 inh,mABHD4 FP,UHRF1 binding,PG9 binder,TDP2 absorb,PRMT1 inh,DDE Tn7 FP inh,TCR CD3 inh,SIAE inh
Cc1ccc(NC(=O)C2CCCN2S(=O)(=O)c2cccnc2)cc1C (configuration not stated),-1,.,1,-1,.,0,-2,1,.,9
O=C(O)c1ccc(C(S(=O)(=O)c2ccccc2)S(=O)(=O)c2ccccc2)cc1,-2,-2,-2,-3,-0.2,-2,-2,-2,-2,0
CC(C)(C)c1nn2cnnc2n(/N=C/c2ccc(O)cc2)c1=O,-4,5,3,3,1.4,5,1,5,-6,2
O=C(Nc1ccc(F)cc1)C1COc2ccccc2O1 (configuration not stated),4,5,-8,-2,-1.2,-4,-2,4,-1,1
COc1ccc(C2CCN(CC(=O)N(C)C)CC2O)cc1 (configuration not stated),-6,5,-3,4,-2.4,3,1,-2,1,0
CC(C)Oc1cccc(C(=O)C2CCCN(C(=O)c3cncs3)C2)c1 (configuration not stated),0,5,6,15,-3.2,-4,0,-2,3,-2
CCOC(=O)c1c(C)oc2c1c(C(c1cccnc1)N1CCOCC1)c(O)c1ccccc12 (configuration not stated),0,-1,18,0,-0.6,-6,13,-1,-2,0
Cc1nc(NC(=O)COC(=O)C2CC2C)c(Cl)cc1Cl (configuration not stated),2,1,-3,4,0.6,3,5,1,-9,3
CCOc1cc(C2c3c(-c4ccccc4)n[nH]c3C(=O)N2c2ccc(C(=O)O)cc2)ccc1O (configuration not stated),0,0,-11,0,-2.4,-16,1,-9,2,1
O=C(COC(=O)c1ccc2ncsc2c1)Nc1ccccc1Br,0,3,3,-2,1.9,1,15,-1,1,-7

# Reformatted with two lines to a compound: part of the list above.
# Below each compound: LEDGF integ inh | HTRA1 inh | mABHD4 FP | UHRF1 binding | PG9 binder | TDP2 absorb | PRMT1 inh | DDE Tn7 FP inh | TCR CD3 inh | SIAE inh
- CCOC(=O)c1c(C)oc2c1c(C(c1cccnc1)N1CCOCC1)c(O)c1ccccc12 (configuration not stated)
  0 | -1 | 18 | 0 | -0.6 | -6 | 13 | -1 | -2 | 0
- CC(C)(C)c1nn2cnnc2n(/N=C/c2ccc(O)cc2)c1=O
  -4 | 5 | 3 | 3 | 1.4 | 5 | 1 | 5 | -6 | 2

# (further entries)
SMILES,LEDGF integ inh,HTRA1 inh,mABHD4 FP,UHRF1 binding,PG9 binder,TDP2 absorb,PRMT1 inh,DDE Tn7 FP inh,TCR CD3 inh,SIAE inh
NC(=O)c1c(/N=C/c2cccs2)sc2c1CCCC2,5,.,-2,-5,-3.3,-9,3,2,9,7
Cc1ccc(S(=O)(=O)Cn2nnnc2C(CC(C)C)N2CCN(C)CC2)cc1 (configuration not stated),-4,6,4,1,-2.0,3,-2,-5,-4,2
O=C(CN1CCOCC1)NCc1ccc(F)cc1,-4,6,1,1,1.0,5,4,-1,0,3
Cc1c(NC(=O)c2c(NC(=O)CNC3CC3)sc3c2CCCC3)c(=O)n(-c2ccccc2)n1C,2,0,12,-2,0.1,1,-2,5,7,5
CC(=O)OC(C(=O)Nc1nncs1)c1ccccc1 (configuration not stated),2,.,-8,-1,-2.3,-2,1,-4,-11,6
CN1C[C@@H]2[C@@H]3C(=O)N(C)C(=O)[C@@H]3[C@](Cc3ccccc3)(C1=O)N2C(=O)c1ccc(Cl)cc1,-1,-2,5,2,1.0,12,0,0,-3,0
CC1CCN(Cc2cc(=O)oc3ccc4ccccc4c23)CC1,-2,-34,0,1,-1.9,11,5,0,-8,-2
COc1cccc(N(CC(=O)NC2CCCCC2)C(=O)CCC(=O)Nc2nccs2)c1,2,-11,2,-3,1.4,29*,1,4,-5,13
COc1cc(Cl)cc(CN2CCC(CCC(=O)NC3CC3)CC2)c1OC,2,-2,4,1,-1.5,-12,-3,-5,9,-4
Cc1ccc(/C=N/Nc2ccc(F)cc2)s1,1,6,0,-5,-1.0,-6,-4,-2,2,3

# Copied from the results shown for reference:
SMILES,LEDGF integ inh,HTRA1 inh,mABHD4 FP,UHRF1 binding,PG9 binder,TDP2 absorb,PRMT1 inh,DDE Tn7 FP inh,TCR CD3 inh,SIAE inh
CN1C[C@@H]2[C@@H]3C(=O)N(C)C(=O)[C@@H]3[C@](Cc3ccccc3)(C1=O)N2C(=O)c1ccc(Cl)cc1,-1,-2,5,2,1.0,12,0,0,-3,0
CC1CCN(Cc2cc(=O)oc3ccc4ccccc4c23)CC1,-2,-34,0,1,-1.9,11,5,0,-8,-2
COc1cccc(N(CC(=O)NC2CCCCC2)C(=O)CCC(=O)Nc2nccs2)c1,2,-11,2,-3,1.4,29*,1,4,-5,13
COc1cc(Cl)cc(CN2CCC(CCC(=O)NC3CC3)CC2)c1OC,2,-2,4,1,-1.5,-12,-3,-5,9,-4

# New compounds follow:
SMILES,LEDGF integ inh,HTRA1 inh,mABHD4 FP,UHRF1 binding,PG9 binder,TDP2 absorb,PRMT1 inh,DDE Tn7 FP inh,TCR CD3 inh,SIAE inh
CCOc1ccccc1NC(=O)CCS(=O)(=O)c1ccc(OC)cc1,0,6,-10,1,0.8,-6,2,1,1,3
COC(=O)C1=C(C)N(Cc2cccc(C(F)(F)F)c2)C(=NCc2ccc(OC)cc2)NC1c1ccccc1C(F)(F)F (configuration not stated),-2,.,7,0,-0.7,1,0,2,-1,4
COc1cccc(NC(=O)Cn2c(=O)oc3ccccc32)c1,1,2,-2,0,-2.1,-3,-2,5,5,0
CN(Cc1cnccn1)C(=O)CC1C(=O)NCCN1CC(c1ccccc1)c1ccccc1 (configuration not stated),-1,1,0,-5,-1.0,6,-1,-8,8,-1
COc1ccccc1NS(=O)(=O)c1cc(C(=O)NCC(c2ccco2)N2CCCCC2)ccc1C (configuration not stated),-4,-8,2,0,0.2,7,0,4,-7,0
CCOC(=O)c1c(NC(=O)CSc2nnnn2CC)sc(C)c1C,0,-13,-2,-2,-0.9,-13,0,1,0,-2
FC(F)(F)c1ccc(Cl)c(N/N=C/c2ccc(N3CCOCC3)s2)c1,6,27,3,-1,-2.0,-6,6,-10,3,16
O=C(Nc1cc(S(=O)(=O)N2CCOCC2)ccc1N1CCOCC1)c1c(F)cccc1Cl,-2,1,11,4,-2.4,-5,2,-3,-2,-1
CCN(c1ccc(NC(=O)COC(=O)c2ccc(S(=O)(=O)N3CCCC3)cc2)cc1)C(C)C,-2,6,1,-4,-3.4,-2,-4,-4,1,-1
COc1ccc(Cc2noc(CN(C)CCN3CCc4ccccc4C3)n2)cc1OC,0,-4,5,0,-0.5,-7,-1,-7,2,3
O=C(c1ccccc1Cc1ccccc1)N1CCN(S(=O)(=O)c2ccccc2)CC1,-2,-6,-2,1,-0.6,3,2,2,-2,-2
CC(=O)Nc1ccc(NC(=O)C2(C)Cc3c(-c4ccc5c(c4)OCO5)ccnc3O2)cc1 (configuration not stated),1,.,-14,2,-1.7,0,-5,-11,-1,3
O=C(c1n[nH]c(=O)c2ccccc12)N1CCN(c2ccccc2)CC1,-2,6,-1,-2,-0.8,0,0,-2,-8,-1
Cc1ccc(OCC(=O)NCCO)cc1C,2,6,14,1,-1.1,0,-2,-4,4,-3
CCCSCCCNC(=O)c1ccc(NC(=O)C2=CSCCO2)cc1,-1,1,-1,-2,-4.5,-18,-6,-3,-2,-3
O=C(C1CCN(Cc2ccc(F)cc2)CC1)N1CCN(C/C=C/c2ccccc2)CC1,-3,5,10,1,0.9,7,-2,3,5,2
CCNC(=O)C1(C)CCCN1C(=O)c1cc(OC)c(OC)c(OC)c1 (configuration not stated),0,.,-10,-2,0.8,-5,-3,8,-4,3
C[C@H]1CN([C@@H](C)CO)C(=O)CCCn2cc(nn2)CO[C@@H]1CN(C)C(=O)Nc1ccc2c(c1)OCCO2,4,-4,1,4,-1.4,-7,-1,-7,3,4
CCOc1cc(N2CCOCC2)c(OCC)cc1NC(=O)COC(=O)c1ccc(Cl)nc1,-1,-2,3,1,-1.1,0,-1,-4,0,6
CC1(C)Oc2ccc3ccc(=O)oc3c2/C(=C/O)C1=O,0,-15,0,3,-3.6,0,7,1,-6,2
Cc1cccc(NC(=O)COC(=O)c2ccc3c(c2)OCO3)c1C,-1,2,-2,3,3.0,-9,4,7,-2,0
CC(C)(C)N(Cc1ccccc1)C(=O)COC(=O)CCN1C(=O)C2CC=CCC2C1=O (configuration not stated),-6,1,5,4,-0.8,-14,0,3,1,4
Cc1cc2oc(=O)cc(-c3ccccc3)c2c(C)c1-c1ccc(O)cc1,6,-55,-44,1,-0.8,-8,-5,-7,2,-24
Cc1nnc(N2CCOCC2)c2nn(-c3ccccc3)c(C)c12,0,7,-5,5,0.7,0,1,7,-6,-2
Cc1c(NC(=O)c2ccc(S(=O)(=O)N3CC(C)OC(C)C3)cc2)c(=O)n(-c2ccccc2)n1C (configuration not stated),-1,1,-1,-1,-1.9,1,-3,1,7,2
CC1CCc2nc(NC(=O)C3CCCO3)sc2C1 (configuration not stated),-1,-1,6,2,0.0,3,4,-2,5,6
O=C(COC(=O)c1ccc(O)cc1O)Nc1ccc(Cl)cn1,1,-2,-1,-2,-1.7,3,2,-10,7,-9
Cc1ccccc1C(=O)N1CCC(C(=O)N(CC(C)C)c2c(N)n(Cc3ccccc3)c(=O)[nH]c2=O)CC1,0,0,-3,-4,0.1,1,-2,1,3,-17
CN(C)S(=O)(=O)c1ccc(NC(=O)Cc2ccc(S(=O)(=O)N3CCOCC3)s2)cc1,6,-8,4,-2,-2.0,15,2,-2,4,7
Cc1cccc(CC2SC(N3CCN(c4ccccc4)CC3)=NC2=O)c1 (configuration not stated),-2,-3,5,4,-0.3,3,0,1,8,8

# From PubChem BioAssay
